# Screens as filed in PubChem BioAssay.
# mHTT CaM bind: inhibitors of human mutant huntingtin-calmodulin interaction. actives 3.6% (n = 190,000). P42858. AID 1671202. inhibition, % at 15 µM. AlphaScreen His-mHTT/GST-CaM binding, luminescence;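 also: 0% = both proteins with DMSO and 100% = one protein alone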
# Target sequence (P42858 whole entry, looked up, stated change not applied): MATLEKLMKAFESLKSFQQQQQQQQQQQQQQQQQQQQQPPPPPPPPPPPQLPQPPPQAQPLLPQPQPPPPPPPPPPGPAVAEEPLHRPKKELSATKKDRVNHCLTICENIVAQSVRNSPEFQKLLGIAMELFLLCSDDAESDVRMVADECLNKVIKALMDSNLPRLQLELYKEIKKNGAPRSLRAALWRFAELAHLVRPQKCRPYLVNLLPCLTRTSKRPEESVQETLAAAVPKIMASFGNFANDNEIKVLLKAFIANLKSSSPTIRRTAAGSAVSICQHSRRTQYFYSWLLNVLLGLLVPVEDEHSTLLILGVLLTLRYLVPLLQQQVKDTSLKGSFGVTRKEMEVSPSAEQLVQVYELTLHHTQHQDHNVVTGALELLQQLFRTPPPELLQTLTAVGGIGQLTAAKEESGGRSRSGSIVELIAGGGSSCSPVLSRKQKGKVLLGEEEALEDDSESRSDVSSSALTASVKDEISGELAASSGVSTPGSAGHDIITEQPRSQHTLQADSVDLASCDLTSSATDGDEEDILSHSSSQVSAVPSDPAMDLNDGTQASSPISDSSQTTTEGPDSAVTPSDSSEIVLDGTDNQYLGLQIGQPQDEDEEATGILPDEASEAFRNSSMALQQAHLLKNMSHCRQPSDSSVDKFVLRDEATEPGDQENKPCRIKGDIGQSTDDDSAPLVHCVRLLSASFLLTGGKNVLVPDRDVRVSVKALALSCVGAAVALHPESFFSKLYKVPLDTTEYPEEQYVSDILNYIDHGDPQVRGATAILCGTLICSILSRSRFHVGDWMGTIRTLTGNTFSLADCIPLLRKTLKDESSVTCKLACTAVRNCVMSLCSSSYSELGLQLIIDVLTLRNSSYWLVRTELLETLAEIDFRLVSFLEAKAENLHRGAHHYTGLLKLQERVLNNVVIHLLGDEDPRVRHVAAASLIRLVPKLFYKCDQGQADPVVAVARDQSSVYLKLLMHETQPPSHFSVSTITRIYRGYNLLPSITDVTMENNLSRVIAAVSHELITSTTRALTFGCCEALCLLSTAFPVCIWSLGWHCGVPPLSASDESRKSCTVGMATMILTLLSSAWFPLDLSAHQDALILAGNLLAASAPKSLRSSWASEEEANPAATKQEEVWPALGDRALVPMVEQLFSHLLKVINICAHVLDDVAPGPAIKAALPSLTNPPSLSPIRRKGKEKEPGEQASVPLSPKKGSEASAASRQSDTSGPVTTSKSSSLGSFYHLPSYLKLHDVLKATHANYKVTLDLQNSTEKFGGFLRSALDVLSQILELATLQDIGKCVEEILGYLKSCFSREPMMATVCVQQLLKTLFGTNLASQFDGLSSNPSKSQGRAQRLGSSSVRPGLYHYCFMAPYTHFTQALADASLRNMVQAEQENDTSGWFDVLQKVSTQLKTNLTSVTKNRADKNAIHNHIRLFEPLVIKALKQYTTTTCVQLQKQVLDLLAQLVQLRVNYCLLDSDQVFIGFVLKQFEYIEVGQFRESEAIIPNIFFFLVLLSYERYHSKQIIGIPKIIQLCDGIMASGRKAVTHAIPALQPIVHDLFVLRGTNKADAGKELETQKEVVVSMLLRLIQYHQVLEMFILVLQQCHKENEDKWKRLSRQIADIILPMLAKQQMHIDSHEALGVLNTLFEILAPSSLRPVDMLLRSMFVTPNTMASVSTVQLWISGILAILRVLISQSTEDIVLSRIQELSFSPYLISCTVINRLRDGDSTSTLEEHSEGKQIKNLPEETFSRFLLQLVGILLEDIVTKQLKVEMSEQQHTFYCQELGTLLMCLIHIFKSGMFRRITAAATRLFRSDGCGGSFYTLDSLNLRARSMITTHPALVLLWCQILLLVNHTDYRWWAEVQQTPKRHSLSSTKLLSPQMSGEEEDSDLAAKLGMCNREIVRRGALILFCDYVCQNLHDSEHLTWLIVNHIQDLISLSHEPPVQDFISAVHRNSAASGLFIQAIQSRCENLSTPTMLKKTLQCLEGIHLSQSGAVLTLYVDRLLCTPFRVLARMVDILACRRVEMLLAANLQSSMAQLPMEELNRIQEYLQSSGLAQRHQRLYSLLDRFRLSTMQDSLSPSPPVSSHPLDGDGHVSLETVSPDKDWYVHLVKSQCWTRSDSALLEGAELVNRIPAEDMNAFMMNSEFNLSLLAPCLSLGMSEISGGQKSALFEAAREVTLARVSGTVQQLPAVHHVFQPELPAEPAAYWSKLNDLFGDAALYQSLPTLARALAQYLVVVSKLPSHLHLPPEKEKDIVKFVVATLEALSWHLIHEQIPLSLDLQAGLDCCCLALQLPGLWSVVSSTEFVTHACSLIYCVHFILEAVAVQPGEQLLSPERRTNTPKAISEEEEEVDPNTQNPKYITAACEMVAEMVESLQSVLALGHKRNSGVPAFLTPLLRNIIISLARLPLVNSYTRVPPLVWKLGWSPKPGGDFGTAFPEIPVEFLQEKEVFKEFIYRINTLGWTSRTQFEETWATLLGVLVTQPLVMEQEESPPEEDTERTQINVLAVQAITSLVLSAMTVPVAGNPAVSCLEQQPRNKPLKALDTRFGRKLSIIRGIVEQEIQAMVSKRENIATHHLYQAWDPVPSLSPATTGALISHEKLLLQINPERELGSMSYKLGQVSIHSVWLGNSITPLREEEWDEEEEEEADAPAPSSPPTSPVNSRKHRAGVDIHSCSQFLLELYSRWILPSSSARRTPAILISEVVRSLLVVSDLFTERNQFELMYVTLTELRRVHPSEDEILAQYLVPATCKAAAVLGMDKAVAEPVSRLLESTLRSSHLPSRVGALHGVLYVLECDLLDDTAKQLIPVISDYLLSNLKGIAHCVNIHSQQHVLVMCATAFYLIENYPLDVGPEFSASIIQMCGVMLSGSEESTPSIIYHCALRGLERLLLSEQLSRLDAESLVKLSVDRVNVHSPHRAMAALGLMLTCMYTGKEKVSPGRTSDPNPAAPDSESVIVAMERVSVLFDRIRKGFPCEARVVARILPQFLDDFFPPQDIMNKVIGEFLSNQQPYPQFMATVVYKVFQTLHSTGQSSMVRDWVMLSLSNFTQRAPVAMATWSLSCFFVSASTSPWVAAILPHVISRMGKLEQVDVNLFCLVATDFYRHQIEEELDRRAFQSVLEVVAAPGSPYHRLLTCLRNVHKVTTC
# Pf apPOL inh: Pf-apPOL DNA polymerase inhibition | Recombinant Pf-apPOL, molecular beacon fluorescence, 1.5 h | inhibition, % at 10 µM | actives 0.25% (n = 210,000) | AID 1794808
# Numbers without * were called inactive; i = inactive; . = no result given; & = joins results of further samples. Rule as the data show it: active = inhibition above about 50%; inactive = the rest.
SMILES	Pf apPOL inh	mHTT CaM bind
O=C(Nc1c2c(nn1-c1ccccc1)CSC2)c1ccc(Cl)cc1	0	41
Cc1nc(-c2cccnc2)sc1C(=O)NNC(=O)c1ccc(C(F)(F)F)cc1	4	.
CC(C)(C)S(=O)(=O)C(C#N)=CNN1CCCCC1	2	.
CCCSc1nnc2c(n1)OC(c1ccccc1O)Nc1ccccc1-2 (stereo not given)	1	-3
CC(C)c1nnc2ccc(N3CCOCC3)nn12	-3	-7
Cn1c(N2CCCC(C(=O)NC3CC3)C2)cc(=O)n(C)c1=O (stereo not given)	1	-8
O=C(NS(=O)(=O)c1ccc(F)cc1)c1ccccc1	4	-16
COc1cc(/C=C2/C(=O)ON=C2C)cc(OC)c1OC	-1	-2
O=[N+]([O-])c1ccc(C=Nc2ccc(Br)cn2)cc1	-5	1
O=C(NC1CCCN(c2cc(N3CCCC3)ncn2)C1)c1ccccn1 (stereo not given)	1	3
CC(=O)Nc1cc(C(=O)N2CCN(c3cccc(C)c3)CC2)c2ccc(C)nc2c1	-402	68*
COc1ccc(CC(=O)Nc2nnc(C3CC(=O)N(c4ccc(F)cc4)C3)o2)cc1 (stereo not given)	-3	48
Cc1ccc(-n2nc3c(c2NC(=O)c2ccc(C)c(C)c2)CS(=O)(=O)C3)cc1	-5	26
O=C1C2C3C=CC(C3)C2C(=O)N1c1ccncc1 (stereo not given)	-3&-2	.
CC(=O)Nc1ccccc1-c1nnc(SCc2ccccc2)[nH]c1=O	-2	2
CCCC(=O)NC1CCN(c2cc(C)cc(C)c2)C1=O (stereo not given)	0	-12
Cc1c(NC(=O)c2cncc(Br)c2)cccc1-c1nc2cc(Cl)ccc2o1	5	-8
O=C(CSc1nc2ccccc2[nH]1)Nc1cccc2ccccc12	-6	-13
O=C(c1ccnc(N2CCNC(c3ccccc3)C2)c1)N1CCN(c2ncccn2)CC1 (stereo not given)	-1	-1
N#Cc1ccc(C(=S)N2CCOCC2)cc1	-8	.

# Three compounds picked at random from those above, as already listed:
SMILES	Pf apPOL inh	mHTT CaM bind
O=C(CSc1nc2ccccc2[nH]1)Nc1cccc2ccccc12	-6	-13
Cc1ccc(-n2nc3c(c2NC(=O)c2ccc(C)c(C)c2)CS(=O)(=O)C3)cc1	-5	26
O=C(c1ccnc(N2CCNC(c3ccccc3)C2)c1)N1CCN(c2ncccn2)CC1 (stereo not given)	-1	-1

# (list continues)
SMILES	Pf apPOL inh	mHTT CaM bind
COc1ccc(C2=NOC(C(=O)NCC(C)C)C2)cc1OC (stereo not given)	0	-9
CCc1cccc(NC(=O)c2cccc3[nH]cc(CN4CCOCC4)c23)c1	0	26
c1ccc(N2CCN(C3CC4CCC3C4)CC2)cc1 (stereo not given)	2	3
N/C(=N\OC(=O)c1ccc(Cl)cc1)c1cccnc1	6	i
O=C(c1ccc2ncccc2c1)N1CCC(c2nc(C3CC3)n[nH]2)CC1	10	9
CC(=O)N1CC2(NC(=O)c3ccccc3N2)c2ccccc21 (stereo not given)	-1	-3
COc1cc(C=Nc2sc3c(c2C#N)CCC3)ccc1OCC(=O)O	3	9
CCCCN(C)C(=O)c1cc2c(s1)CN(C1CC1)C2	-2	25
O=S(=O)(O)CCCSc1nc2ccccc2o1	-3	-4
Cc1n[nH]c(C)c1S(=O)(=O)N1CCC(C(=O)NCc2cccs2)CC1	-2	-2
Cc1ccc(/C=C2\N=C(c3ccc(C)c(C)c3)OC2=O)o1	-193	3
N#CCCN(Cc1ccccc1)C(=O)Nc1ccc2c(c1)CCO2	-1	.
COc1ccc(OC)c(/C=C2/N=C(c3ccc(Cl)c(Cl)c3)OC2=O)c1	-7	-2
Cc1ccc(-n2c(C)ccc2C)c([N+](=O)[O-])c1	-2	67*
COCCNC(=O)N(Cc1ccsc1)C1CC1	-7	-12
Cc1noc(C2CN(S(=O)(=O)C(C)C)CC23CCOCC3)n1 (stereo not given)	-4	0
CCOC(=O)C(C)Oc1cc2c(-c3cc4ccccc4o3)cc(=O)oc2cc1C (stereo not given)	1	-8
CSc1ccccc1NC(=O)Cc1csc(NC(=O)c2ncccn2)n1	-24	100*
Cc1ccc(CN2CCCC(n3c(=O)n(C)c4cncnc43)C2)s1 (stereo not given)	-1	1
O=C(NCCNc1ccc([N+](=O)[O-])cc1Cl)C1CCCN1S(=O)(=O)c1ccccc1 (stereo not given)	-2	22

# Profiles from above. Order of values: Pf apPOL inh	mHTT CaM bind
# Results for CCc1cccc(NC(=O)c2cccc3[nH]cc(CN4CCOCC4)c23)c1 = 0	26
# Results for O=S(=O)(O)CCCSc1nc2ccccc2o1 = -3	-4
# Results for COc1ccc(C2=NOC(C(=O)NCC(C)C)C2)cc1OC (stereo not given) = 0	-9
# Results for COc1cc(C=Nc2sc3c(c2C#N)CCC3)ccc1OCC(=O)O = 3	9

# Continuation:
SMILES	Pf apPOL inh	mHTT CaM bind
COc1ccc(C2=C/C(=C/c3ccc(OC)c([N+](=O)[O-])c3)C(=O)O2)cc1	-9	14
COc1ccc(N2C(=O)C3CCCN3C2c2ccc(Br)cc2)cc1Cl (stereo not given)	-3	14
O=C(NC1CC1)c1cc(C(=O)NC2CC2)cc(C(=O)NC2CC2)c1	4	-4
Cc1nn(-c2ccc(C(=O)NC3CCCCCC3)cc2)c2c1C(=O)CC(C)(C)C2	3	-3
O=C(NCc1cccc(Cl)c1)C1CC(=O)N(CCc2ccccc2)C1 (stereo not given)	-4	15
Fc1cccc(NC(=S)NCc2ccccc2Cl)c1	-6	.
CCOc1ccc(N2C(=O)CC(Cc3cc(C)cc(C)c3)C2=O)cc1 (stereo not given)	-4	-3
CSc1nc(SCC(=O)C(C)C)nc(N)c1C#N	.	-10
O=S(=O)(Nc1ccccn1)c1ccc(N=Cc2ccco2)cc1	-3	-2
CCCc1ccc(S(=O)(=O)N2CCC(c3nc4cccnc4n3C)C2)cc1 (stereo not given)	-1	0
CSc1nc(-c2ccccc2)nc(Nc2ccc(C(F)(F)F)cc2)c1C#N	5&-13	.
Cc1cc(C(=O)O)c(-c2ccccc2)o1	-3	-2
CC(C)C(=O)NCCc1csc(C2CCN(C(=O)Nc3ccccc3F)CC2)n1	-3	4
O=C1OC(c2cccc(I)c2)=N/C1=C\c1ccc(Cl)cc1	-4	1
O=C(c1csc(Nc2ccccc2)n1)N1CCc2ccccc2C1	-7	47
CCOc1cc(C=O)cc(I)c1OCc1ccccc1	-4	-49
O=C1C2C3C=CC(O3)C2C(=O)N1c1cccc([N+](=O)[O-])c1 (stereo not given)	1	0
CN(CCOC(=O)Nc1ccc(OC(F)(F)F)cc1)c1cc(C(F)(F)F)nc2ccccc12	-4	.
O=C(O)c1cc([N+](=O)[O-])c(C(=O)O)cc1Oc1cc(Cl)c(Cl)cc1Cl	-5	-5
CC(=O)N1CC(C(=O)N2CCOCC2)CCC1c1ccc(F)cc1 (stereo not given)	-2	0
O=C(C1CC(=O)N(c2ccc(F)cc2)C1)N1CCC(COCc2ccccc2)CC1 (stereo not given)	-14	23
CC(C)(C)c1ccc(C2=N/C(=C\c3ccccc3F)C(=O)O2)cc1	-3	4
COc1cc2c(cc1OC)C(C(=O)Nc1cccc(Cl)c1)C(c1cccs1)N(C)C2=O (stereo not given)	3	48
COc1cccc(OC)c1C(=O)NC(C)(C)CC(C)(C)C	-4&-4	.
CCCC(=O)N1CCC[C@]2(CC[C@@H](CCC(=O)OCC)O2)C1	-2	6
CCn1cc(CN2CCCCC2c2nncn2Cc2ccccc2)cn1 (stereo not given)	0	3
Cn1c(CN2CCN(CC(=O)NCc3ccccc3Cl)CC2)nc2ccccc21	-10	-8
O=C1C=CC(=O)N1c1ccccc1I	2	-1
O=C(NC1CC2CC1CN2S(=O)(=O)c1cccs1)c1ccccc1 (stereo not given)	-4	0
CCOC(=O)c1nn(-c2ccc(F)cc2)c(=O)cc1OCc1cccc(C(F)(F)F)c1	-4	-6
CC(=O)Nc1ccccc1NC(=O)c1ccc([N+](=O)[O-])c(C)c1	0	-1
O=C(c1ccsc1)N1CCc2[nH]cnc2C1c1ccccc1 (stereo not given)	0	3
Cc1cc(C(=O)N2CC(C(=O)N3CCN(c4ccc(Cl)c(Cl)c4)CC3)C2)no1	-14	67*
CN1Cc2nnn(CC3CCCCC3)c2-c2ccccc2S1(=O)=O	-3	-12
O=C1Cc2ccccc2C(c2cccc(Cl)c2Cl)N1 (stereo not given)	0	0
Nc1cc2c3c(cccc3n1)C(=O)c1ccccc1-2	1	-4
Cc1ccccc1C(=O)Nc1ccc(N2CCCN(C(=O)C(C)C)CC2)nc1	-5	8
Cc1nn(CC(=O)Nc2ccccc2)c(=O)c2ccccc12	-8	-1
CCCc1cnc(N2CCN(S(=O)(=O)c3ccc(C#N)cc3)CC2)nc1	-4	.
CC(=O)Nc1ccc2nc(C)ccc2c1	-11	0

# Sorted by SMILES length (descending): some entries from above
SMILES	Pf apPOL inh	mHTT CaM bind
O=C(C1CC(=O)N(c2ccc(F)cc2)C1)N1CCC(COCc2ccccc2)CC1 (stereo not given)	-14	23
CC(=O)Nc1ccccc1NC(=O)c1ccc([N+](=O)[O-])c(C)c1	0	-1
CCCc1cnc(N2CCN(S(=O)(=O)c3ccc(C#N)cc3)CC2)nc1	-4	.

# Following part.
SMILES	Pf apPOL inh	mHTT CaM bind
Cc1ccc(C(=O)N2CCc3c(nc4cc(-c5ccccc5Cl)[nH]n4c3=O)C2)s1	-4	6
Cc1cccc(CNC(=O)C2CCN(c3nnc(-c4ccccc4)o3)CC2)c1	-6	-3
COc1ccc(OC)c(Nc2ncc3c(n2)CCN(Cc2ccc(F)cc2F)C3)c1	-5	1
CNCC12CC3CC(CC(C3)C1)C2	2	1
N#Cc1ccc(C(=O)NCC2CCN(c3cc(-c4ccncc4)[nH]n3)CC2)cc1	-4	19
COc1ccccc1OCC(=O)NCCCc1ccc(N(C)C)cc1	-14	10
Cc1ccc(S(=O)(=O)Nc2ccc(S(=O)(=O)Nc3nccs3)cc2)cc1	-1	-9
Cc1ccc(S(=O)(=O)N=C2C=CC(=O)C(Br)=C2)cc1	-4	59*
C[C@H]1[C@@H](OC(=O)Nc2cc(Cl)cc(Cl)c2)CC[C@@]23CCCN2C(=O)CCC[C@@H]13	-8	16
O=C(Nc1ccccc1C(=O)O)OCC1c2ccccc2-c2ccccc21	7	.
Cc1ccccc1NC(=O)NC(C)Cc1ccco1 (stereo not given)	-3	-6
O=C1c2cccc3cc([N+](=O)[O-])cc(c23)C(=O)N1c1ccc(S(=O)(=O)Nc2ccc(C(F)(F)F)cc2)cc1	-1&1	.
CCOCCCNC(=O)C(C)Sc1nc2nc(C)cc(C)n2n1 (stereo not given)	2	-10
CCc1cc(N2CCC(N3CCCC(C)C3)CC2)n2ncnc2n1 (stereo not given)	-7	-2
COc1ccccc1/C=c1\sc2nc(-c3ccncc3)nn2c1=O	-7	0
COc1cc(CN2CCC(Cc3ccccc3)CC2)c([N+](=O)[O-])cc1OC	-2	3
COc1cccc(-c2nc(C=Nc3ccccc3Cl)c(O)o2)c1	-1	7
COC(=O)c1ccc(S(=O)(=O)N2CCC(O)(c3ccc(Cl)cc3)CC2)n1C	-8	.
Cc1ccc(C(C)C)c(OCC(O)CN2CCN(CCO)CC2)c1 (stereo not given)	-5	0
O=C(c1ccoc1)N1CCN(c2cc(-c3ccco3)nc3cc(-c4ccccc4)nn23)CC1	-34	.
COc1ccccc1C1CN(C(=O)c2ccc(C)cc2)CC1C(=O)N1CCOCC1 (stereo not given)	-4	7
COc1cc(-c2nnc(N)s2)cc(OC)c1OC	-1	3
O=C(C=Cc1ccco1)NCC1(O)CCCC1	1	2
CC(C)c1ccc(OCC(=O)Nc2nnc(-c3ccc(Br)o3)o2)cc1	37	52*
COc1nccc(N2CCC(CC(=O)N(C)Cc3ccccc3)CC2)n1	-4	8
O=C(Nc1cccc2c1C(=O)c1ccccc1C2=O)c1ccccc1I	-9	3
S=c1[nH]nc(C23CC4CC(CC(C4)C2)C3)o1	.	0
O=C(Nc1ccc(F)cc1F)c1cncc(Br)c1	0	1
COCCCNC(=O)N1CCC(n2c(C)nc3cccnc32)C1 (stereo not given)	-1	1
O=C(c1ccccc1)N1CCC(CCNS(=O)(=O)c2ccccc2C(F)(F)F)CC1	-2	40
COc1ccccc1/C=C1/N=C(c2ccco2)OC1=O	-1	10
COCCn1cc2c3c(cccc31)CN(C(=O)Nc1ccc(C)c(C)c1)CC2	-1	6
CC(=O)Nc1ccc(S(=O)(=O)N2CCN(C3CCN(Cc4ccccc4)CC3)CC2)cc1	8	5
CCn1c(CC2CCN(C(=O)Nc3ccccc3C(=O)OC)C2)nc2cccnc21 (stereo not given)	-3	2
ONc1nc2ccccc2nc1NO	0	1
CC(=NCCO)C1=C(O)c2ccccc2C1=O	2	-5
CCOc1ccc(NC(=O)C(=O)NCC2CCNCC2)cc1	0	6
Cc1ccc(N2CCN(C(=O)C3CCCN(c4nnc5ccccn45)C3)CC2)cc1 (stereo not given)	-6	17
Cc1ccc(S(=O)(=O)NCCSC2CCCCC2)cc1[N+](=O)[O-]	1	13
COC(=O)c1ccc(-c2csc(NC(=O)COc3ccccc3F)n2)cc1	1	-1
Cc1ccc(NCCNC(=O)Cn2cnc3ccccc32)nn1	-4	-6
Cc1ccc(Cl)cc1NC(=O)CN(C)S(=O)(=O)c1ccc2[nH]c3c(c2c1)CCCC3	-2	42
Fc1ccc(C2CC(c3ccccc3Cl)n3ncnc3N2)cc1 (stereo not given)	6	7
CSc1cc(-c2ccc(F)cc2)nn1S(=O)(=O)c1ccc(C)cc1	-12	.
O=c1oc2ccc(Cl)cc2cc1-c1csc(-c2cccc([N+](=O)[O-])c2)n1	6	2
Cc1ccc(CNC(=O)CCCn2c(=O)c3sccc3n(Cc3ccc(F)cc3)c2=O)cc1	-3	1
